SIRT5 block: inhibitors of human sirtuin-5 desuccinylase; Purified SirT5, succinyl-peptide AMC, trypsin-coupled fluorescence; inhibition, % at 15 µM; AID 652115; Q9NXA8; 330,000 compounds, 1.1% hits; in the data active = inhibition above about 15%; inconclusive = no clear call, values can overlap the other calls
Target sequence (Q9NXA8 whole entry, looked up): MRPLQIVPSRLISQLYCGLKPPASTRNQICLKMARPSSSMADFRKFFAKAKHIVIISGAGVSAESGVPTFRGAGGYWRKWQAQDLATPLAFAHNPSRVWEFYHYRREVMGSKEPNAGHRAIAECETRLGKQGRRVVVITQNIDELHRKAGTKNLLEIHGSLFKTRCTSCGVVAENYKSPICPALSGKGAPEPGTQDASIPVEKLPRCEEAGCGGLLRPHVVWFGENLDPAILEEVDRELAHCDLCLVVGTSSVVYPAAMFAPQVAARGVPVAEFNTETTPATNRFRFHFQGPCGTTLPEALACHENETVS
DENV2 CPE rescue: protects cells from dengue virus 2 cytopathic effect. DENV2-infected cells, cytopathic effect rescue, plate reader. CPE inhibition, % at 9.99 µM. 350,000 compounds, 1.7% hits. AID 651640; in the data active = CPE inhibition above about 20%, passing the limit was not always enough; inconclusive = no clear call, values can overlap the other calls; tested in BHK-21 cells;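 also: 0% = median of neutral control wells and 100% = median of positive control wells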
PAX8 inh HTS: inhibitors of PAX8 transcriptional activity in RMG-I cells; RMG-I TPO-luciferase reporter, SteadyGlo, 24 h; 360,000 compounds, 1.2% hits; inhibition, % at 12.6 µM;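 active = mean replicate inhibition at least 60% with every replicate also reaching 60%; inconclusive = only one of the two criteria is met; inactive = mean below 60% and not all replicates reaching 60%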;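 also: luciferase light reporting Pax8 driven TPO promoter activity; plate controls were median of neutral control wells for no effect and mitoxantrone controls for full effect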
Casp6 inh: caspase-6 (human) enzyme inhibition. P55212. purified caspase-6, Z-VEID-R110 cleavage fluorescence. inhibition, % at 12.5 µM. 350,000 compounds, 0.53% hits;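 active = mean inhibition across replicates at least about 35%, with every replicate also reaching that limit, limit read from the data; inconclusive = only one of the two criteria met; inactive = neither criterion met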;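 also: 0% = median of neutral control wells and 100% = no fluorescence left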
Target sequence (P55212 24-179 limits assumed): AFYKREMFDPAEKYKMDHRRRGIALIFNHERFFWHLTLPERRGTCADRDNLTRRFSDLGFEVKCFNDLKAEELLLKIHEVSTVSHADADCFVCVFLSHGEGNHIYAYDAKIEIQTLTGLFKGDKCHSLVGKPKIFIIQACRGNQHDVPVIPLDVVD
Target sequence (P55212 194-293 limits assumed): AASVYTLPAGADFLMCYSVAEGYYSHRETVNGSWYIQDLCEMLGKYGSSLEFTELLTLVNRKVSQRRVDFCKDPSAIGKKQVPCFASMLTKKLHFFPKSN
LGR2 antag: inhibitors of bursicon-induced Drosophila LGR2 receptor cAMP signaling; HEK293 LGR2, CRE-luciferase, bursicon-stimulated, 4 h; inhibition, % at 9.99 µM; 380,000 compounds, 0.35% hits;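 active = drop in luminescence signal, shown as inhibition above about 50% in the replicate tests, limit read from the data, passing the limit was not always enough; inconclusive = probably only some replicates passing the limit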;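 also: agonist challenge used bursicon conditioned medium at about half maximal strength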
ARNT-TACC3 inh: disrupts binding between human ARNT and TACC3; Q9Y6A5; AlphaScreen His-ARNT PAS-B/GST-TACC3 binding, luminescence; TACC3 fragment carries E629A point mutation; inhibition, % at 9.99 µM; 390,000 compounds, 0.66% hits; AID 623870;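 active = mean inhibition of replicates at least 50% and at least half of replicates each reaching 50%; inconclusive = half or more replicates reach 50% but mean below 50%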;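 also: 0% = complete ARNT plus TACC3 wells and 100% = ARNT alone without TACC3; many hits fall short of the cut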
EWS-Fli inh: blocks EWS/Fli oncoprotein-driven transcription | 350,000 compounds, 0.67% hits | A673 NR0B1-luciferase reporter, viability-normalised | AID 651661 | inhibition, % at 12.6 µM;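 active = mean inhibition of at least 50% after viability correction, with every replicate also passing that limit; inconclusive = mean reaches 50% but only one of two replicates passes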;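 also: firefly luciferase signal divided by Alamar Blue viability fluorescence both relative to DMSO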
Active calls of the source: *; u = inconclusive; x = not tested or not shown; & = joins results of further samples.

SMILES | SIRT5 block | DENV2 CPE rescue | PAX8 inh HTS | Casp6 inh | LGR2 antag | ARNT-TACC3 inh | EWS-Fli inh
CCOC(=O)N1CCC(NC(=O)c2oc3c(F)cccc3c2C)CC1 | 0.1 | -2.8 | -42.7 | 0.7 | -9.1 | -9.3 | -76.8
CC1CC(C)(C)OC(C[N+]2(C)CCCCC2)O1 (centres undefined) | 0.3 | -1.8 | 17.7 | -3.6 | 9.7 | -22.1 | 12.6
CC(C)N(c1ccccc1)c1ccc(NC(=O)[C@@H]2O[C@H](CO)[C@@H](O)[C@H]2O)cc1 | x | -4.9 | 1.6 | 1.0 | 10.6 | x | 2.9
Cc1cc(S(=O)(=O)NCc2ccccc2)ccc1OCC(=O)NCc1cccnc1 | -0.9 | u | 7.6 | -3.4 | -0.2 | x | 9.0
C[C@@H]1CN([C@@H](C)CO)S(=O)(=O)c2ccc(C#Cc3ccccc3)cc2O[C@@H]1CN(C)S(=O)(=O)c1ccccc1F | -0.6 | -4.1 | 0.3 | -0.5 | 13.4 | 16.0 | 2.1
C[C@@H]1CN([C@H](C)CO)C(=O)c2cccc(NS(=O)(=O)c3cccs3)c2O[C@@H]1CN(C)Cc1ccc(-c2ccccc2)cc1 | -0.2 | -5.1 | -13.1 | 3.6 | 7.6 | 3.6 | -3.4
Cc1ccc(N2C(=O)c3cccc(Oc4ccc(Cl)cc4)c3C2=O)c(C)c1 | 1.7 | 0.1 | 26.3 | -2.6 | 19.1 | -2.6 | 2.6
CC(=O)Cc1nsc(Nc2ccc(C)cc2)n1 | -1.0 | 5.4 | -140.7 | 3.4 | -91.5 | -17.7 | -48.1
CC(=O)Nc1cccc(-c2ccnc3c2CC(C(=O)NCc2cccs2)O3)c1 (centres undefined) | 0.1 | 1.0 | 14.2 | -2.4 | 18.5 | x | 72.3*
O=C(COC(=O)/C=C/c1ccc(F)cc1)NC1CCCCCC1 | x | 1.2 | 3.9 | 3.4 | 12.2 | 2.1 | 6.2
Cc1[nH]c(=S)[nH]c(=O)c1Cc1ccccc1 | -4.4 | -1.3 | x | 4.4 | -10.2 | -1.5 | 4.8
COC(=O)C(CC(=O)c1ccc(Cl)cc1)c1ccccc1 (centres undefined) | 0.2 | 5.6 | -17.5 | 4.0 | -22.9 | x | -1.2
Cc1cc(OCC(=O)OCC(=O)N2CCCCC2)ccc1Cl | 1.5 | -14.7 | 7.4 | -3.2 | 1.5 | x | -6.5
COc1cc(C(=O)O)ccc1O | -3.3 | -5.1 | -6.0 | -0.2 | -5.0 | -1.9 | -1.0
Cc1ccc(NC(=O)CN(C)C(=O)c2ccc(NC(=O)CC3SC(N4CCCC4)=NC3=O)cc2)cc1 (centres undefined) | 8.7 | 4.6 | x | 0.8 | 8.6 | -6.1 | 2.2
O=C(CCc1c[nH]c2ccccc12)NN1C(=O)NC2(CCCCC2)C1=O | -0.6 | 16.0 | 3.5 | 1.1 | -3.6 | 7.7 | 4.4
Cc1ccc(C(=O)Nc2nc3ccc(S(C)(=O)=O)cc3s2)cc1C | -3.1 | 8.4 | -2.1 | -3.6 | -10.0 | -1.2 | -12.6
Cc1noc(C)c1NC(=O)N(C)C[C@H]1Oc2ccc(NC(=O)Nc3ccc(C(F)(F)F)cc3)cc2CC(=O)N([C@@H](C)CO)C[C@@H]1C | 1.4 | -8.4 | -6.6 | -0.5 | 5.3 | -7.7 | 0.2
COc1cc(CCCN2C(=S)NC[C@@H]2Cc2ccccc2)cc(OC)c1OC | -1.0 | -12.0 | 7.8 | 1.5 | 14.5 | -5.3 | 6.1
CCOC(=O)C1=CCN(S(=O)(=O)c2ccccc2F)C1c1ccc(F)cc1 (centres undefined) | 1.0 | 4.3 | -6.2 | 2.1 | 21.0 | x | 3.8
CN(C)c1ccc(CN(C(=O)c2cc3ccccc3oc2=O)C2CCS(=O)(=O)C2)cc1 (centres undefined) | -1.0 | -1.5 | -160.9 | 2.0 | -55.3 | 0.2 | -87.8
C[C@H](CO)N1C[C@H](C)[C@@H](CN(C)Cc2ccccn2)Oc2ncc(-c3ccc(C#N)cc3)cc2C1=O | -4.8 | 5.6 | x | -0.2 | 12.7 | -0.8 | -6.2
CCn1c2ccccc2c2cc(NC(=O)COC(=O)c3ccccc3F)ccc21 | x | 4.5 | 48.9 | 0.3 | 16.3 | -1.0 | -1.9
O=[N+]([O-])c1cc(C(F)(F)F)c(Cl)cc1N1CCN(CCO)CC1 | x | x | 17.9 | x | 1.6 | 4.5 | x
O=c1cc(CN2CCCCCC2)nc2sccn12 | -3.4 | 7.7 | -13.7 | 2.0 | -4.8 | 4.2 | 16.1
Carrying on.
SMILES | SIRT5 block | DENV2 CPE rescue | PAX8 inh HTS | Casp6 inh | LGR2 antag | ARNT-TACC3 inh | EWS-Fli inh
Cc1cccc(-c2nc(CS(=O)CC(=O)N3CC(C)CC(C)C3)c(C)o2)c1 (centres undefined) | 1.6 | -2.0 | 6.4 | 0.2 | -0.4 | -3.7 | x
COc1ccc(NS(=O)(=O)c2cc(OC)ccc2OC)cc1 | -2.7 | -3.5 | -2.3 | 8.8 | -0.2 | 2.4 | 5.0
O=C(C[C@H]1C[C@@H]2c3cc(NC(=O)Nc4ccc(C(F)(F)F)cc4)ccc3O[C@@H]2[C@@H](CO)O1)NCc1cccnc1 | 14.8 | -0.7 | 36.5 | 1.8 | 6.3 | 3.4 | 1.0
O=C(Cc1ccccc1)N/N=C/c1cc2c(cc1Cl)OCO2 | x | x | 14.3 | x | -16.8 | -7.4 | x
CC(NC(=O)c1ccc2c(c1)S(=O)(=O)N=C1CCCCCN12)c1ccc(S(N)(=O)=O)cc1 (centres undefined) | -4.8 | 1.4 | 1.7 | -1.8 | 4.8 | 12.7 | -9.7
O=C(NCc1cn2ccccc2n1)C1CCC(=O)N(Cc2ccccc2F)C1 (centres undefined) | -2.9 | 2.8 | 3.3 | -0.4 | -1.9 | 0.9 | x
CC1(C)CC2CC(C)(CN2/C=C2/CCCCC2=O)C1 (centres undefined) | -2.1 | 3.2 | -16.2 | 1.3 | 5.9 | 4.7 | 0.9
O=C(C1CCCO1)N1CCN(C(=S)Nc2ccc(F)c(Cl)c2)CC1 (centres undefined) | -1.0 | 0.2 | -8.3 | 3.2 | 16.6 | -1.7 | -5.4
COc1ccc(-n2c(CCc3ccccc3)n[nH]c2=S)cc1 | -3.8 | -3.5 | 7.1 | -0.3 | -6.5 | -6.1 | -12.6
Cc1ccc(CNC(=O)C(CC(C)C)OC(=O)c2ccco2)cc1 (centres undefined) | 2.5 | 30.5* | -1.1 | 5.5 | 4.5 | 42.1 | 5.3
Nc1ccc2c(c1)Cc1cc(Cl)c(Cl)cc1-2 | x | -4.8 | -98.2 | -7.3 | -54.9 | -1.7 | -29.0
O=C(NCC1CC1)[C@H]1[C@H](CO)[C@H]2Cn3c(ccc(-c4cccc(F)c4)c3=O)[C@H]2N1CC1CCCC1 | -0.5 | -6.9 | 20.1 | -3.1 | 12.7 | 3.3 | 4.8
CC1(C)CC(Cc2ccc(C(F)(F)F)cn2)N(C(=O)OC(C)(C)C)C1 (centres undefined) | -7.0 | -0.5 | 5.7 | -0.9 | -6.1 | x | 11.3
COc1ccc([C@H]2CC(=O)C=C(c3ccc(CNC(=O)OC(C)(C)C)cc3)C2)cc1 | x | -8.9 | 22.6 | x | 2.9 | 9.5 | 2.4
COc1ccc(C(=O)Nc2nc3ccccc3s2)cc1OC | -3.8 | 1.9 | -216.8 | 0.3 | -91.3 | 12.7 | -213.6
NNC(=O)c1cc(C23CC4CC(CC(C4)C2)C3)nc2ccccc12 | -1.4 | -0.8 | -5.6 | -3.7 | -13.0 | -8.2 | 7.1
CO[C@H](CN(C)C(=O)c1cnccn1)[C@H](C)CN([C@H](C)CO)S(=O)(=O)c1ccc(F)cc1 | x | u | x | -2.0 | 3.2 | 2.3 | 1.9
Cc1cc(N2CCN(C(=O)OC(C)(C)C)C[C@@H]2C)ccc1N1CCN(Cc2ccccc2)[C@H](C)C1 | 0.4 | 4.6 | 10.9 | 1.7 | -27.8 | x | 23.7
Cc1cccc(C)c1NC(=O)CN(C)C(=O)C1=COCCO1 | 0.2 | -2.0 | -3.6 | -136.9 | 4.6 | -5.9 | -9.7
C[C@H]1CN([C@@H](C)CO)C(=O)Cc2cc(NC(=O)CCN3CCOCC3)ccc2O[C@H]1CN(C)CC1CC1 | -3.4 | -2.9 | 5.8 | x | -24.7 | x | -10.4
COc1ccc(C2C3=C(NCCN=C3c3ccccc3)C(=O)N2c2ccccc2)c(OC)c1 (centres undefined) | 4.8 | -1.7 | 3.5 | 1.7 | -28.0 | -2.6 | 3.5
CC(Sc1cccc[n+]1[O-])C(=O)Nc1cc(Cl)c(Cl)cc1Cl (centres undefined) | -0.8 | -6.8 | 12.1 | -0.4 | 2.1 | -6.4 | 0.9
COc1cccc(-c2ccc(C3[C@H]4CNC[C@@H]3N4C(=O)Nc3ccccc3F)cc2)c1 (some centres undefined) | x | 8.2&-2.6 | -17.3&-14.8 | x | -16.0&-26.9 | x | 21.5&39.8
CC(C)C#Cc1ccc([C@H]2[C@H]3CN(CC4CC4)CCCCN3[C@H]2CO)cc1 | 0.4 | 7.4 | -1.4 | -0.5 | -17.0 | 4.8 | 1.4
Cc1cc(C(=O)NC2CCCCC2)c2cc(F)ccc2n1 | -3.6 | -8.1 | 0.6 | -1.6 | x | 1.9 | -3.0

Single records, from the list above. Order of values: SIRT5 block	DENV2 CPE rescue	PAX8 inh HTS	Casp6 inh	LGR2 antag	ARNT-TACC3 inh	EWS-Fli inh
`O=C(Cc1ccccc1)N/N=C/c1cc2c(cc1Cl)OCO2` as listed: x	x	14.3	x	-16.8	-7.4	x
`CCn1c2ccccc2c2cc(NC(=O)COC(=O)c3ccccc3F)ccc21` as listed: x	4.5	48.9	0.3	16.3	-1.0	-1.9
`C[C@@H]1CN([C@@H](C)CO)S(=O)(=O)c2ccc(C#Cc3ccccc3)cc2O[C@@H]1CN(C)S(=O)(=O)c1ccccc1F` as listed: -0.6	-4.1	0.3	-0.5	13.4	16.0	2.1
`CC1CC(C)(C)OC(C[N+]2(C)CCCCC2)O1` (centres undefined) as listed: 0.3	-1.8	17.7	-3.6	9.7	-22.1	12.6

(more compounds)
SMILES | SIRT5 block | DENV2 CPE rescue | PAX8 inh HTS | Casp6 inh | LGR2 antag | ARNT-TACC3 inh | EWS-Fli inh
CN1C(=O)c2cc(NC(=O)C3CCOCC3)ccc2OC[C@H]2O[C@@H](CC(=O)NCC3CCCCC3)CC[C@H]21 | 0.2 | -4.6 | -0.1 | 1.5 | -14.7 | -1.1 | 7.3
Cc1ccc(NC(=O)CC2=NC(=O)C(CC(=O)Nc3ccccc3C)S2)cc1 (centres undefined) | -4.5 | -4.7 | -1.3 | 1.5 | -8.3 | -15.3 | -7.8
C=CCN1CCN(C(=O)c2cc3c(s2)CCC(CC)C3)CC1 (centres undefined) | -0.2 | 1.7 | x | 4.5 | -35.1 | -55.3 | -28.9
Cc1nc(NC(=O)c2cncc(Br)c2)ccc1Br | x | -0.7 | -29.5 | -0.7 | -25.8 | -10.1 | -30.7
COc1ccc(-n2nc(C(=O)NCC(=O)N(C)Cc3ccccc3)c3ccccc3c2=O)cc1OC | 2.6 | -5.1 | 22.4 | 4.3 | 5.5 | -13.6 | -1.9
Cc1ccc(-n2c(SCC(=O)Nc3ccc4c5c(cccc35)CC4)nc(O)c(C)c2=O)cc1 | 3.0 | -7.5 | 21.6 | 4.2 | -8.1 | -9.0 | 6.6
COC(CNC(=O)c1ccc(CS(=O)(=O)c2ccccc2)o1)OC | -4.8 | -0.8 | 36.5 | 1.0 | 6.8 | -4.3 | 5.9
C[C@H](O)C#Cc1cnc2c(c1)C(=O)N([C@H](C)CO)C[C@@H](C)[C@H](CN(C)C(=O)CN1CCOCC1)O2 | -3.1 | 13.5 | 5.3 | 0.3 | 2.5 | 2.8 | -4.9
CN(C)CC#Cc1ccc([C@H]2[C@H]3CN(C(=O)c4ccccc4)CC(=O)N3[C@H]2CO)cc1 | 3.1 | -0.5 | x | -12.5 | 1.0 | x | x
N#C[C@H]1[C@H](c2ccc(-c3cccc(F)c3)cc2)[C@@H](CO)N1C(=O)c1cccnc1 | 1.5 | u | -11.5 | 1.8 | -6.7 | -6.0 | 5.5
